# PI4K2A inh – qHTS for small molecular inhibitors of PI4K2A. AID 1346378, 2018. purified PI4K2A, ADP-Glo luminescence, 1 h; stronger effect = lower value. actives 0.13% (n = 420,000). Phosphatidylinositol 4-kinase type 2-alpha (Homo sapiens), Q9BTU6. activity change, negative = inhibition, % at 76.9 µM; in the data active = activity change below about -50%; inconclusive = mostly about -30% to -49%;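 note: -100% = wells without enzyme as full effect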
#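 In this quantitative HTS, ADP production by PI4K2A was quantified luminescently after 1 h at ambient temperature; 100 microM adenosine served as plate-quality control.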
# GLS inh – qHTS for Inhibitors of Glutaminase (GLS). Glutaminase kidney isoform, mitochondrial (Homo sapiens), O94925. GLS enzymatic activity, qHTS titration. Potency, µM (highest dose often 45.5 µM), inactives show at the top dose activity change, negative = inhibition, hits mostly inhibitors. actives 0.21% (n = 410,000); note: potency is the fitted concentration of half-maximal effect; % is set by controls: 0 for no effect and ±100 for the full control effect
#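 Read-out is an Amplex red fluorescence increase coupled through glutamate oxidase and HRP, measured before and after 30 min room-temperature incubation. hKGA is in 45 mM KH2PO4 (pH 8.2) with 0.02% Tween-20; glutamine added as 1mM solution.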
# Pin1 inhibitor – qHTS Assay to Find Inhibitors of Pin1 | Pin1 FP peptide displacement, HiFluor488, 10 min | Potency, µM (highest dose often 115 µM), without a hit: at the top dose activity, negative = inhibition, usual class: inhibitors | actives 0.009% (n = 390,000) | AID 504891, 2011; active = well fitted inhibition curve with a large enough effect in the polarisation, with a control signal flat, not every such curve was filed as active; inconclusive = small, poorly fitted or top-dose-only effect, or effect the other way, or a change in a side signal; inactive = no such curve, though single readings can be large or run the other way; the % refers to the polarisation; note: potency is the fitted concentration of half-maximal effect; % is set by controls: 0 for no effect and ±100 for the full control effect
# HP1b binding inh – HTS for Inhibitors of HP1-beta Chromodomain Interactions with Methylated Histone Tails; AID 540317, 2011; actives 0.56% (n = 390,000); AlphaScreen HP1-beta / biotin-H3K9me3 peptide binding; Potency, µM (doses to about 114 µM), without a hit: top-dose activity change, negative = inhibition, usual class: inhibitors; note: potency is the fitted concentration of half-maximal effect; nearly all actives have a fitted effect of over 70% in size; inactives centre near 23
#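 HP1-beta protein (50 nM final) preincubated 30 min at room temperature with biotinylated H3(1-18)K9me3 peptide (50 nM) in PBS pH 7.4, 0.01% Tween-20, then compound added for 30 min. AlphaScreen streptavidin donor/nickel chelate acceptor beads (10 ug/mL final), 30 min dark, luminescence read.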
# BAZ2B block – qHTS Assay for Inhibitors of BAZ2B; AlphaScreen BAZ2B-H3K14Ac peptide displacement; Potency, µM (top dose mostly 114 µM), without a hit: at the highest dose activity change, negative = inhibition, most hits filed as inhibitors; actives 4.4% (n = 360,000); AID 504333, 2011; note: potency is the fitted concentration of half-maximal effect; % is set by controls: 0 for no effect and ±100 for the full control effect; nearly all actives have a fitted effect of over 60% in size
# Target sequence (Q9UIF8 whole entry, looked up): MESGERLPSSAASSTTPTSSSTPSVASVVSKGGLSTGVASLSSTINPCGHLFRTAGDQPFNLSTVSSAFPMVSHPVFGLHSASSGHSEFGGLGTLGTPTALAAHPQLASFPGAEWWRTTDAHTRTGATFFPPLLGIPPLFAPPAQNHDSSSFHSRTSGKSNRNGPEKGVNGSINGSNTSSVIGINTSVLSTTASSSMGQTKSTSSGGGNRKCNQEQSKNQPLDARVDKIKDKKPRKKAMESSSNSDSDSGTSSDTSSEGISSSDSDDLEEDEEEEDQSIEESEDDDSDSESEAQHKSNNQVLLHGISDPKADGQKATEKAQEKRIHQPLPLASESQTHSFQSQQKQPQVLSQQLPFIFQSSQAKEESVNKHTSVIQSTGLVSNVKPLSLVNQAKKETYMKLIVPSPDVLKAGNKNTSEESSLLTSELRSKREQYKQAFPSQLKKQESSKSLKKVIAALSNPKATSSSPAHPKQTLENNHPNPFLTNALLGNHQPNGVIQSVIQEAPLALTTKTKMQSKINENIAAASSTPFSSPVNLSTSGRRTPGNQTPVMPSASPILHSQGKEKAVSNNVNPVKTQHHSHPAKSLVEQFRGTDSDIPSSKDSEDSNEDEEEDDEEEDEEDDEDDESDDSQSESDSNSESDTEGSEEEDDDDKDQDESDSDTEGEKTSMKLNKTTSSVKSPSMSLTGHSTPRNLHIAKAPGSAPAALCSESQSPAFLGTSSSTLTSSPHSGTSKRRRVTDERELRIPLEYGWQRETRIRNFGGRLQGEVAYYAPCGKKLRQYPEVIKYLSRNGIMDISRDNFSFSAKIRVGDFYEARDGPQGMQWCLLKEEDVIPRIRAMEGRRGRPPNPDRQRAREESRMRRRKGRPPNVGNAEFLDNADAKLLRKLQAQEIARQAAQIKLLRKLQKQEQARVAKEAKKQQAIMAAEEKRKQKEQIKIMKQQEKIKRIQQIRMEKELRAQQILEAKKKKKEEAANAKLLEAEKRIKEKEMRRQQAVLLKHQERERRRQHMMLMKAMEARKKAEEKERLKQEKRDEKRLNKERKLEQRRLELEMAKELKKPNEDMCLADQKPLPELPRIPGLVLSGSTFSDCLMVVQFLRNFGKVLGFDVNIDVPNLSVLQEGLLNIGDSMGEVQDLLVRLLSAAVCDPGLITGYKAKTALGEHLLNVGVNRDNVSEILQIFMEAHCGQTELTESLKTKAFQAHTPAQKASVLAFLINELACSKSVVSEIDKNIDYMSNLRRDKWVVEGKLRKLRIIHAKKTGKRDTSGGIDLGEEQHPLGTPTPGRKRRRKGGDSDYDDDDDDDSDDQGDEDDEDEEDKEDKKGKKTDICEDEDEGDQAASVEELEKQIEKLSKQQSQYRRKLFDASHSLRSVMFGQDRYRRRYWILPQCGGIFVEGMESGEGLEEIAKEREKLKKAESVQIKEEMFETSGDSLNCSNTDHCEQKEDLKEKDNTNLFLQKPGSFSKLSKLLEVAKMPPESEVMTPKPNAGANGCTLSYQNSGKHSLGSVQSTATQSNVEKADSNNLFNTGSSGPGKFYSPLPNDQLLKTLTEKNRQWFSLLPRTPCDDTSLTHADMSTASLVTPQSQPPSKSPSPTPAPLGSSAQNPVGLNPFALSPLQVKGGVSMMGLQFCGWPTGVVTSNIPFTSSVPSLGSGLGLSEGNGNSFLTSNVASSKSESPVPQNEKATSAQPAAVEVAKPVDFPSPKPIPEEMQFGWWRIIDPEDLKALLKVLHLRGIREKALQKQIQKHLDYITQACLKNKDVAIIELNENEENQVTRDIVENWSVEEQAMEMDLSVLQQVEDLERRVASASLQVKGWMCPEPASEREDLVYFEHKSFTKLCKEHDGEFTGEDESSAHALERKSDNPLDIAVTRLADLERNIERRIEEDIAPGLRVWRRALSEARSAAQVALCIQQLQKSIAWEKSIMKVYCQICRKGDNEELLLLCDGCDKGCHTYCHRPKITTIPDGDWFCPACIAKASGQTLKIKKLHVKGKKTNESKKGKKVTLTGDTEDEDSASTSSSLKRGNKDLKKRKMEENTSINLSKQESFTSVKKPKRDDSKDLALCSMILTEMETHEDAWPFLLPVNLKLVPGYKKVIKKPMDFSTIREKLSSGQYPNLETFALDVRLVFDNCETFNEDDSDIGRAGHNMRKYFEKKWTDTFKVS
#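 Inhibition is scored as reduced AlphaScreen emission. The BAZ2B/b-H3(5-23)K14Ac complex (50 nM each) in PBS pH 7.4, 0.01% Tween-20 meets compound (up to 110 uM) for 30 min at RT before bead addition.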
# ERG-DNA inh – qHTS for Small Molecule Inhibitors of the ERG Ets/DNA interaction | Transcriptional regulator ERG (Homo sapiens), P11308 | Potency, µM (doses to about 76.9 µM), for inactives: top-dose FP activity, negative = inhibition, hits mostly inhibitors | fluorescence polarization, His-ERG Ets domain / labelled DNA | actives 0.028% (n = 370,000); active = well fitted inhibition curve with a large enough effect in the polarisation, with a control signal flat; inconclusive = small, poorly fitted or top-dose-only effect, or effect the other way, or a change in a side signal; inactive = no such curve, though single readings can be large or run the other way; the % refers to the polarisation;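 note: polarization taken with two DNA probes labelled with fluorescein and Texas red; potency is the fitted concentration of half-maximal effect; % of control where 0% means no effect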
#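 His-tagged ERG Ets domain (1 uM in the protein solution; 300mM KCl, 50mM Tris-HCl, 1mM EDTA, 1mM DTT, pH 7.5) received compound, then a probe mix of 5 nM fluorescein-DNA and 100nM Texas-615-DNA. Fluorescence polarization was read for both dyes.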
# JMJD2A Tudor – qHTS Assay for Inhibitors of JMJD2A-Tudor Domain. AlphaScreen JMJD2A-Tudor / H3K4me3 peptide binding. Lysine-specific demethylase 4A (Homo sapiens), O75164. AID 504339, 2011. actives 4.4% (n = 390,000). Potency, µM (series often up to 114 µM), without a hit: at the highest dose activity change, negative = inhibition, usual class: inhibitors; note: potency is the fitted concentration of half-maximal effect; % is set by controls: 0 for no effect and ±100 for the full control effect; nearly all actives have a fitted effect of over 50% in size
# Tb PGK inh – qHTS Assay to Find Inhibitors of Phosphoglycerate Kinase. Phosphoglycerate kinase, glycosomal (Trypanosoma brucei brucei), P07378. PGK/GAPDH coupled, Kinase-Glo luminescence, 60 min. Potency, µM (top dose mostly 57.5 µM), for inactives: at the highest dose activity change, negative = inhibition, usual class: inhibitors. actives 0.043% (n = 380,000); note: potency is the fitted concentration of half-maximal effect; % is set by controls: 0 for no effect and ±100 for the full control effect; nearly all actives have a fitted effect of over 60% in size
#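 Recombinant glycosomal PGK reaction used 1,3-bisphosphoglycerate generated in-well by GAPDH (100nM final) in 100mM TEA pH 7.6, 5mM MgCl2, 0.01% Tween-20. After 60 minutes at room temperature, ATP was read by Kinase-Glo Plus luminescence end-point.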
# G9a block – qHTS Assay for Inhibitors of Histone Lysine Methyltransferase G9a | Histone-lysine N-methyltransferase EHMT2 (Homo sapiens), Q96KQ7 | G9a H3K9 monomethylation, AlphaScreen, 2 h | Potency, µM (series often up to 102 µM), without a hit: at the top dose activity, negative = inhibition, most hits filed as inhibitors | actives 8.8% (n = 350,000) | AID 504332, 2011; note: potency is the fitted concentration of half-maximal effect; % is set by controls: 0 for no effect and ±100 for the full control effect; nearly all actives have a fitted effect of over 75% in size
#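 Methyltransferase reactions run at room temperature for 2 h (20 nM enzyme, 500 nM biotin-H3K9 peptide, 20 uM SAM) after a 15 min compound preincubation; product detected by AlphaScreen beads and anti-H3K9me1 antibody.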
# * marks the source's active call; other numbers are inactive results; i = inactive; ? = inconclusive; / = no result given; [ ] = remark or other dose. Unless noted, calls come from the whole dose curve; as a rule, active = well fitted curve in the direction sought with a large enough effect; inconclusive = small, poorly fitted or top-dose-only effect, or another doubt; inactive = no such curve, though single readings can be large; an effect the other way counts as inactive or inconclusive.
SMILES,PI4K2A inh,GLS inh,Pin1 inhibitor,HP1b binding inh,BAZ2B block,ERG-DNA inh,JMJD2A Tudor,Tb PGK inh,G9a block
CCOc1ccc(/C=N/NC(=O)c2cc(-c3ccco3)nc3ccccc23)cc1,-24,-1%,33%[activator],33%,8%,14%,-10%,0%,14%[59 µM]
Cc1ccc(C2(c3noc(CN(C)CC4CCCCO4)n3)CCCC2)cc1 (stereo unspecified),6,-6%,-2%,33%,-2%,-13%,-11%,-8%,74%[activator]
O=C(NC1CC1)C1CCCN(C(=O)Nc2ccc(F)cc2)C1 (stereo unspecified),5,-8%,?,22%,-20%,3%,4%,-1%,-8%[59 µM]
COC(=O)c1cc2sccc2n1CC(=O)Nc1cc(OC)cc(OC)c1,0,-2%,18%,7%,-22%,/,-13%,1%,-31%[59 µM]
O=C(OCCOc1ccccc1)c1cccc(S(=O)(=O)N2CCOCC2)c1,-2,-6%,2%,48%[activator],11%,10%[15.4 µM],-8%,i,2%[12.7 µM]
Cc1ccc(C(=O)n2nc(C)c(S(=O)(=O)N3CCOCC3)c2C)cc1,2,-1%,0%,29%[57 µM],-1%,11%,5%,-3%,-41%[59 µM]
O=C(Oc1cccc(OC(=O)N2CCCCC2)c1)N1CCCCC1,1,-3%,2%,56%[activator],-3%,17%,-1%,-4%,6%
CC(C)(C)C(=O)N=C1SC2CS(=O)(=O)CC2N1c1ccc2c(c1)OCO2 (stereo unspecified),3,5%,5%,14%,8%,4%,-14%,4%,1%[12.7 µM]
O=C(COC(=O)/C=C/c1ccc([N+](=O)[O-])cc1)NC(=O)NC1CCCCC1,6,-11%,-6%,19%,/,2%,-28%,i,/
CCOC(=O)c1cc(-c2ccccc2)sc1NC(=O)C(C)Sc1nnc(C)s1 (stereo unspecified),-11,-4%,27%,19%,-4%,5%,-3%,3%,1%[59 µM]
Nc1nc2n(n1)C(c1ccco1)CC(c1ccc(Cl)c(Cl)c1)N2 (stereo unspecified),1,14%,-18%,-19%,-8%,-1%,?,-6%,13%[59 µM]
CCc1ccc(NC(=O)CSc2nnc(-c3n[nH]c4ccccc34)n2-c2ccccc2)cc1,2,0%,1%,17%,7%,1%,-14%,-2%,-13%[59 µM]
N/C(=N\OC(=O)c1cnn(-c2ccccc2)c1C(F)(F)F)c1cc(C(F)(F)F)cc(C(F)(F)F)c1,-3,-4%,7%,18%,-1%,1%,-6%,i,-18%
CCCOc1cccc(-c2cc(C(=O)N/N=C/c3ccccn3)c3ccccc3n2)c1,-4,1%,-1%,22%,-4%,6%,?,-7%,7%
CN1CCC(N(C)CC(C)(C)NS(=O)(=O)c2ccccc2)CC1,9,-1%,-5%,82%[activator],-3%,-4%,-18%,-5%,?
NC(=O)[C@@H]1CCCN1Cc1nc(Cc2cccc(C(F)(F)F)c2)no1,1,-5%,0%,24%,-1%,-8%,5%,-4%,?
O=C(NNC(=O)c1ccccc1OCc1ccc(F)cc1)c1ccncc1,5,2%,-1%,41%[activator],7%,0%,-3%,-6%,10%
CCC(C)NC(=O)c1c(C)cc(=O)oc1C (stereo unspecified),-1,8%,-14%,14%,-2%,8%,-10%,-1%,-8%
O=c1oc2ccccc2c2[nH]ccc12,8,-1%,5%,17%,-5%,17%,-12%,4%,5%[12.7 µM]
OCC1CCCN(c2ncnc3scc(-c4ccccc4)c23)C1 (stereo unspecified),-7,1%,5%,15%,0%,-3%,-16%,-7%,13%
CCCCNC(=S)N(CCO)Cc1cc2cc3c(cc2[nH]c1=O)OCCO3,-1,6%,4%,12%,-4%,10%,-5%,7%,-19%
Cc1cccc(N(C)C(=O)c2cc3cc4ccc(C)cc4nc3o2)c1,-1,-10%,5%,44%,11%,-2%,-6%,7%,5%[59 µM]
COc1ccc2c(c1)oc(=O)c1c3ccccc3[nH]c21,1,6%,13%,11%,-11%,0%,?,i,-3%[59 µM]
CCN(CC)S(=O)(=O)c1ccc(Cl)c(C(=O)Nc2cc(C)nn2-c2ccccc2)c1,-8,11%,-1%,17%,20%,5%,-34%,-1%,24%[59 µM]
COc1ccc(CCN=C(NS(=O)(=O)c2ccccc2)c2ccccc2)cc1OC,1,-10%,-3%,4%,-12%,-2%,-14%,-8%,-5%
# (more compounds)
SMILES,PI4K2A inh,GLS inh,Pin1 inhibitor,HP1b binding inh,BAZ2B block,ERG-DNA inh,JMJD2A Tudor,Tb PGK inh,G9a block
c1ccc([C@H]2CC3C[C@@H](c4ccccc4)N2O3)cc1,4,-1%,-3%,83%[activator],-12%[57.1 µM],-9%,-4%[11.4 µM],1%,51%[activator]
CCOc1ccc(C(=O)Nc2cccc(OCc3cc(=O)n4ccccc4n3)c2)cc1,6,-9%,-6%,13%[57 µM],12%,6%,-2%,1%,-3%[59 µM]
COc1ccc(-c2cc(C(=O)N3CCCCCC3)no2)cc1,0,0%,-16%,-1%,9%,24%,-5%,-3%,4%[59 µM]
COc1ccc(NC(=S)N(CCN(C)C)C(C)c2ccco2)cc1Cl (stereo unspecified),2,1%,5%,-26%,-10%,-8%,?,-14%,-19%[59 µM]
CC(C)(C)C(=O)Nc1ccc(/C=C/C(=O)c2ccco2)cc1,6,3%,-1%,10%,-9%,11%,-14%,-12%,17%[0.501 µM]
O=C(Cc1cccc(NC(=O)C2CCCN(C(=O)C3CCCCC3)C2)c1)Nc1cccc(C(=O)N2CCCCC2)c1 (stereo unspecified),0,-3%,?,39%[activator],/,2%,-7%,-5%,/
CC(C)N(Cc1ccccc1)C(=O)c1nc(-c2ccc(Cl)cc2)n2c1CCCCC2,4,-19%,?,-15%,35µM*,1%,45µM*,i,?
Cc1cccc(-c2noc(CCCC(=O)NC3CCCCC3)n2)c1,-8,-3%,-5%,22%,0%,0%,16%,-6%,31%[59 µM]
CC1(c2ccc3ccccc3c2)NC(=O)NC1=O (stereo unspecified),-1,-20%,-2%,40%[activator],-1%,3%,-7%,/,-4%
COc1ccc(Cc2nc3ccc(C(=O)NCCSC)cc3o2)cc1,-2,9%,1%,39%[activator],/,2%,-17%,7%,/
CC1(C)C([N+](=O)[O-])C(c2ccc(Cl)cc2)NC(c2ccc(Cl)cc2)C1[N+](=O)[O-] (stereo unspecified),-3,-7%,3%,24%,-35%,8%,-23%,0%,-7%[59 µM]
Cc1c(C(=O)NC(=S)Nc2ccc3c4c(cccc24)CC3)cccc1[N+](=O)[O-],-3,-2%,3%,23%,11%,-4%,-26%,-14%,-7%[2.33 µM]
Cc1ccc(CNc2oc(-c3ccco3)nc2C#N)cc1,0,5%,7%,?,?,-1%,?,0%,?
Cc1coc2c(C)c3oc(=O)c(CCC(=O)N[C@@H](C)C(=O)N[C@@H](Cc4ccccc4)C(=O)O)c(C)c3cc12,0,?,?,-22%,?,0%,89µM*,?,/

# Compound profiles, from the list above:
# Listed for `O=C(COC(=O)/C=C/c1ccc([N+](=O)[O-])cc1)NC(=O)NC1CCCCC1` = PI4K2A inh: 6; GLS inh: -11%; Pin1 inhibitor: -6%; HP1b binding inh: 19%; BAZ2B block: /; ERG-DNA inh: 2%; JMJD2A Tudor: -28%; Tb PGK inh: i; G9a block: /
# Listed for `OCC1CCCN(c2ncnc3scc(-c4ccccc4)c23)C1` (stereo unspecified) = PI4K2A inh: -7; GLS inh: 1%; Pin1 inhibitor: 5%; HP1b binding inh: 15%; BAZ2B block: 0%; ERG-DNA inh: -3%; JMJD2A Tudor: -16%; Tb PGK inh: -7%; G9a block: 13%

# A second format for two compounds above:
PI4K2A inh | GLS inh | Pin1 inhibitor | HP1b binding inh | BAZ2B block | ERG-DNA inh | JMJD2A Tudor | Tb PGK inh | G9a block | canonical_smiles
1 | 6% | 13% | 11% | -11% | 0% | ? | i | -3%[59 µM] | COc1ccc2c(c1)oc(=O)c1c3ccccc3[nH]c21
-8 | 11% | -1% | 17% | 20% | 5% | -34% | -1% | 24%[59 µM] | CCN(CC)S(=O)(=O)c1ccc(Cl)c(C(=O)Nc2cc(C)nn2-c2ccccc2)c1

# Already shown: an excerpt of the list.
SMILES,PI4K2A inh,GLS inh,Pin1 inhibitor,HP1b binding inh,BAZ2B block,ERG-DNA inh,JMJD2A Tudor,Tb PGK inh,G9a block
CC1(C)C([N+](=O)[O-])C(c2ccc(Cl)cc2)NC(c2ccc(Cl)cc2)C1[N+](=O)[O-] (stereo unspecified),-3,-7%,3%,24%,-35%,8%,-23%,0%,-7%[59 µM]
Cc1c(C(=O)NC(=S)Nc2ccc3c4c(cccc24)CC3)cccc1[N+](=O)[O-],-3,-2%,3%,23%,11%,-4%,-26%,-14%,-7%[2.33 µM]
Cc1ccc(CNc2oc(-c3ccco3)nc2C#N)cc1,0,5%,7%,?,?,-1%,?,0%,?
Cc1coc2c(C)c3oc(=O)c(CCC(=O)N[C@@H](C)C(=O)N[C@@H](Cc4ccccc4)C(=O)O)c(C)c3cc12,0,?,?,-22%,?,0%,89µM*,?,/
